Assay outcomes (PubChem BioAssay)
Mtb UGM inh – Mtb UDP-galactopyranose mutase inhibition | P9WIQ1 | purified UGM, fluorescence polarization probe displacement | inhibition, % at 10 µM | 320,000 compounds, 0.06% hits; in the data active means inhibition above about 10%, passing the limit was not always enough; inconclusive means no clear call, values can overlap the other calls
Target sequence (P9WIQ1 whole entry, looked up): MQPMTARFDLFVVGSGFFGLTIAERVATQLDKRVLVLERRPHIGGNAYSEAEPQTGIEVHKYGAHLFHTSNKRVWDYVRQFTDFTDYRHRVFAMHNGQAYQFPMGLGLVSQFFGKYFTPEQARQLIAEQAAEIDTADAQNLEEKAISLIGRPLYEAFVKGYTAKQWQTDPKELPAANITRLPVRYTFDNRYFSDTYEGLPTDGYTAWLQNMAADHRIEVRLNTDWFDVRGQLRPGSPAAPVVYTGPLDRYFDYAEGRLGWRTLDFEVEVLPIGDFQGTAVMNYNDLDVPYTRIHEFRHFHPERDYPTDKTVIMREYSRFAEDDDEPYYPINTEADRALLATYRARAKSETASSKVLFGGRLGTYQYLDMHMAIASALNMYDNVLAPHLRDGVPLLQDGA
BoNT-F LC inh – BoNT F light chain protease inhibition | inhibition, % at 10 µM | Multiplex microsphere protease cleavage assay, flow cytometry | AID 588497 | 360,000 compounds, 0.22% hits; in the data active means inhibition above about 35%, passing the limit was not always enough; inconclusive means no clear call, values can overlap the other calls; further: plate controls were buffer without enzyme for full effect and enzyme alone for no effect
BioA inh – blocks M. tuberculosis BioA enzyme activity | inhibition, % at 9.99 µM | 360,000 compounds, 0.096% hits | purified M. tuberculosis BioA enzyme, plate reader; in the data active means inhibition above about 40%; inconclusive means no clear call, values can overlap the other calls
Mtb FBA inh – inhibitors of M. tuberculosis fructose-bisphosphate aldolase. purified M. tuberculosis FBA, fluorescence read-out. inhibition, % at 1 µM. 360,000 compounds, 2.3% hits; in the data active means inhibition above about 27%;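 further: 0% = vehicle and 100% = reference inhibitor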
Target sequence (P9WQA3 whole entry, looked up): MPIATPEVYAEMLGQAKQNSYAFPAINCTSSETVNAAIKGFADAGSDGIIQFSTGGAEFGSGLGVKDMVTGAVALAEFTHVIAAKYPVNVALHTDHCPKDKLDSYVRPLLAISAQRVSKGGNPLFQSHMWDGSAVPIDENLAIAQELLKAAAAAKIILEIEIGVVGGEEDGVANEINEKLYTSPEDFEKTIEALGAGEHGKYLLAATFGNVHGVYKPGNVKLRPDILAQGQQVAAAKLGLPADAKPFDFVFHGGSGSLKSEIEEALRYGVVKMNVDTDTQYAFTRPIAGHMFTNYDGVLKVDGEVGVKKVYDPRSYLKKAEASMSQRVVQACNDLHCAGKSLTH
Anthrax LF inh2 – anthrax lethal factor protease inhibition. 360,000 compounds, 0.12% hits. inhibition, % at 10 µM. P15917. multiplex microsphere protease cleavage assay, LF; further: plate controls were buffer without enzyme for full effect and enzyme alone for no effect
BoNT A protease – inhibitors of Botulinum neurotoxin A light chain protease | multiplex microsphere protease substrate cleavage, flow cytometry | inhibition, % at 10 µM | 360,000 compounds, 0.17% hits; further: plate controls were buffer without enzyme for full effect and enzyme alone for no effect
PfHsp40 rescue – restores yeast growth despite PfHsp40 toxicity | S. cerevisiae expressing PfHsp40, growth rescue, ATP luminescence | growth rescue, % at 12.5 µM | 340,000 compounds, 0.68% hits | AID 504582; in the data active means growth rescue above about 28%, passing the limit was not always enough; inconclusive means no clear call, values can overlap the other calls;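 further: yeast W303a lacking pdr1 and pdr3 grown in galactose medium; growth measured after three days at 30 °C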
FadD28 binding – M. tuberculosis FadD28 bisubstrate binding inhibition; FadD28 bisubstrate probe binding, fluorescence polarization; AID 588549; 360,000 compounds, 0.22% hits; inhibition, % at 12.5 µM; in the data active means inhibition above about 8.5%, passing the limit was not always enough; inconclusive means no clear call, values can overlap the other calls
GDH-TPI counter – inhibits GDH-TPI coupling enzymes, artifact for Mtb FBA screen. GDH-TPI coupled enzyme counterscreen, NADH absorbance. inhibition, % at 4.8 µM. 360,000 compounds, 1.2% hits; in the data active means inhibition above about 30%;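 further: 0% = DMSO wells and 100% = wells lacking the enzyme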
An asterisk follows results filed as active; ? = inconclusive; nt = no result given; & = joins results of further samples. Unless noted, no stated cut-off is given here; in the data, active means inhibition above about 30%; inconclusive means no clear call, values can overlap the other calls; inactive means below that.

SMILES | Mtb UGM inh | BoNT-F LC inh | BioA inh | Mtb FBA inh | Anthrax LF inh2 | BoNT A protease | PfHsp40 rescue | FadD28 binding | GDH-TPI counter
O=c1c2ccccc2[nH]c(=S)n1CCN1CCN(Cc2ccccc2)CC1 | -3.1 | -6 | 1.4 | 1 | -11 | -0.2 | -1.2 | -1.2 | 2
Cc1cc(NS(=O)(=O)c2ccc(NS(=O)(=O)c3cc(C)c(Cl)cc3Cl)cc2)no1 | 5.7 | -3 | -0.6 | -2 | -1 | -1.5 | 1.0 | -3.2 | -5
Cc1ccc(NC(=O)CCN2CCN(CCO)CC2)cc1Br | 0.0 | -3 | -0.4 | 0 | -10 | -0.6 | 1.4 | 0.4 | 10
Cc1cccn2c(=O)c3cc(S(=O)(=O)c4ccc(Br)cc4)c(=N)n(C4CCCC4)c3nc12 | -0.1 | 3 | 1.3 | 0 | 1 | 2.8 | 0.8 | -3.3 | -4
COC(=O)c1sc2nc3c(cc2c1N)COC(C)(C)C3 | 2.5 | -3 | 0.8 | 3 | -4 | -1.0 | 1.0 | -0.2 | 12
NS(=O)(=O)c1ccc(NC(=O)COC(=O)c2ccc([N+](=O)[O-])s2)cc1 | -0.2 | -1 | -0.1 | 4 | 0 | 0.7 | -0.6 | 1.2 | 12
O=C(CN(Cc1ccco1)C(=O)c1ccc(Cl)cc1)Nc1c(Cl)cc(Cl)cc1Cl | -2.1 | -4 | nt | 4 | 1 | -0.5 | -1.0 | -0.2 | 8
CN(CC(=O)Nc1ccc(F)c(F)c1F)C(=O)c1nn(Cc2ccccc2)c(=O)c2ccccc12 | 3.5 | 0 | 0.4 | -1 | -2 | -0.4 | 0.2 | -3.9 | -1
CCCOc1ccc(C(=O)NCCO)cc1 | 3.2 | 9 | -1.3 | 0 | 0 | 0.2 | -0.1 | -2.7 | 8
Cn1nnnc1SCC(=O)Nc1ccccc1C(=O)NCc1ccccc1 | -1.4 | -3 | 4.7 | 0 | 5 | 0.7 | -0.1 | 0.6 | 11
CCOC(=O)C1=C(c2ccccc2)OC(N)=C(C#N)C1c1cccnc1 (stereo unspecified) | 0.1 | -4 | nt | 23 | 2 | 0.4 | -0.4 | 0.2 | 20
Cc1cc(=O)n2c(sc3ccccc32)c1C#N | -1.1 | -7 | nt | 2 | -10 | -0.3 | 0.4 | 0.4 | 2
COc1ccc(NC(=O)CN(C)C(=O)c2ccc3ccccc3n2)cc1 | -0.1 | 6 | 2.1 | -1 | 2 | -0.1 | -1.0 | -1.2 | 5
O=S(=O)(c1ccc(S(=O)(=O)N2CCCC3(CCCCC3)C2)cc1)N1CCCCC1 | 1.7 | -6 | nt | 3 | -5 | 0.2 | -0.5 | 0.5 | 3
COc1ccc(CCN2C(=O)NC(NC(=O)CC(C)C)(C(F)(F)F)C2=O)cc1OC (stereo unspecified) | -1.1 | 14 | -1.3 | 0 | -1 | 1.4 | -1.7 | -4.9 | -3
C/C(=N\NC(=O)c1ccncc1)C12CC3CC(CC(C3)C1)C2 | 2.0 | -1 | nt | 0 | -2 | 0.2 | -0.8 | -3.0 | 0
COc1ccc(NC(=O)CSc2ccccc2)cc1S(=O)(=O)N1CCOCC1 | -0.8 | 1 | -1.5 | 1 | 5 | 0.9 | -2.1 | 2.6 | -2
Cc1nn(C)c(C)c1CNC(=O)/C=C/c1ccccc1F | -1.0 | 2 | -0.6 | -2 | -6 | -0.3 | -0.2 | -1.2 | -1
CN(C)CCNc1ncnc2c1ncn2[C@H]1CN(CCc2ccccc2)C[C@@H](CO)O1 | nt | -2 | 0.9 | 4 | -7 | 0.5 | nt | -0.1 | 8
OC12CCCCC1C(c1ccc3c(c1)OCO3)N(Cc1ccc(F)cc1)CC2 (stereo unspecified) | -1.6 | 4 | 1.3 | 0 | 0 | 0.4 | 1.8 | -3.5 | 4
COC(=O)c1sccc1-c1ccc(/C=N/OC(=O)c2cccs2)o1 | -1.4 | ? | 1.5 | 7 | 4 | 1.5 | 1.7 | -3.5 | 20
COc1ccccc1N1CCN(C(=O)c2ccc(CN3CCOCC3)cc2)CC1 | 1.1 | -3 | nt | 0 | 0 | 0.2 | 1.0 | -1.0 | -1
Cc1cccnc1NC(=O)C(c1ccccc1)c1ccccc1 | -0.2 | -2 | 11 | 4 | -2 | 0.5 | 0.3 | 1.2 | -5
Cc1ccc(NC(=O)NCCN2CCN(c3ccccc3)CC2)cc1Cl | -4.0 | -1 | -0.4 | 1 | -2 | 3.1 | 0.0 | -1.4 | 3
COc1ccc(-c2noc(CCC(=O)N3CCN(c4cc(C)ccc4C)CC3)n2)cc1 | -4.6 | 6 | -2.8 | 5 | 1 | 0.6 | 2.1 | -0.6 | 7
COc1ccc(CCNC(=O)CN2C(=O)C(=O)N(C3CCCC3)C2=O)cc1OC | 1.6 | -5 | nt | -1 | 7 | -1.2 | 0.2 | -0.9 | 3
Cc1cc(C)cc(NC(=O)CN(C)S(=O)(=O)c2cnc[nH]2)c1 | 1.0 | 7 | 3.0 | 0 | 0 | -0.1 | 0.2 | -2.0 | -4
CCOc1cc(/C=N/N=C(\N)c2nonc2N)cc(Br)c1OCc1cccc2ccccc12 | -2.7 | 1 | 1.0 | 0 | 0 | 1.2 | -0.6 | 1.0 | 18
CCOC(=O)COc1ccc2c(=O)cc(-c3ccccc3)oc2c1 | -2.9 | nt | -2.0 | 5 | nt | nt | nt | -1.6 | -1
CCOC(=O)N1CCN(C(=O)Cc2cccs2)CC1 | 1.9 | -7 | nt | 2 | 0 | 0.5 | 0.6 | -0.7 | 1
CN(C)CCCNC(=O)c1ccc(-c2cc3nc(NCc4cccnc4)n(C)c(=O)c3s2)cc1 | nt | 4 | 6.7 | 11 | -4 | 0.4 | nt | -3.7 | 16
COCCNC(=O)c1ccc(NS(=O)(=O)c2cc(C)ccc2C)cc1 | -0.5 | -6 | -1.4 | -4 | -1 | -0.1 | 0.2 | -3.3 | 4
C[C@H](CO)N1C[C@H](C)[C@@H](CN(C)S(=O)(=O)c2cccc(F)c2)Oc2ncc(Br)cc2C1=O | nt | 3 | -1.4&1.9 | -2 | -11 | -0.4 | nt | -1.4 | 5
O=C(CSc1nnc2ccccn12)Nc1ccc2c(c1)OCCO2 | -0.3 | -3 | nt | 4 | -1 | 0.7 | 0.3 | -4.9 | 0
CC(C)(C)NC(=O)CN(Cc1ccc2c(c1)OCO2)C(=O)CNS(=O)(=O)c1ccccc1 | 0.4 | -3 | -0.4 | -1 | -1 | 0.0 | -0.9 | -1.9 | -6
Cc1ccc2c(c1)C(=O)N1[C@H]3c4cc(Cl)ccc4OC[C@@H]3[C@H](c3ccccc3)[C@]1(C)C(=O)N2 | 3.1 | -8 | 0.5 | 1 | 2 | -0.2 | 3.3 | -2.1 | 3
Cc1cccc(/C=C\c2nc3ccccc3c(=O)[nH]2)c1 | 0.7 | -6 | -2.8 | -3 | 0 | -0.2 | -0.2 | 0.4 | 31*
CN(C)CCN(C(=O)/C=C/c1cccs1)c1nc2ccc(F)cc2s1 | nt | 4 | nt | 2 | -2 | -0.2 | 0.4 | -2.1 | 19
CCCCN(C=O)c1c(CC)nc2c(OCC(=O)c3ccc(F)cc3)cccn12 | nt | -7 | 0.2 | 1 | 0 | -0.3 | nt | -3.7 | -13
COc1ccccc1N(C(=O)c1snc(C(N)=O)c1N)C(C(=O)NC1CCCC1)c1ccc(N(C)C)cc1 (stereo unspecified) | 5.9 | -12 | -2.3 | 5 | 3 | -0.4 | -0.1 | -1.7 | 2
C#CC(C)(CC)NC(=O)Cn1nnc(-c2cccc(C(F)(F)F)c2)n1 (stereo unspecified) | 0.0 | 5 | 1.9 | 1 | -1 | 0.0 | -0.8 | -1.3 | 2
Cc1ccc(CNC(=O)/C=C/c2ccc(Br)o2)cc1 | -0.4 | -7 | nt | 0 | -2 | -0.1 | 0.4 | -0.8 | 16
CCC1CCCCN1CCCNC(=O)CNC(=O)c1nn(-c2ccc(OC)cc2)c(=O)c2ccccc12 (stereo unspecified) | 0.1 | 6 | -2.1 | -1 | -6 | -3.2 | -0.9 | -0.2 | 11
O=C(Nc1nccs1)C(NS(=O)(=O)c1ccc(Br)s1)c1ccccc1 (stereo unspecified) | -2.2 | 0 | -2.1 | 4 | 3 | 0.5 | 0.4 | -1.2 | 8
COC(=O)c1ccc(-n2c(C)cc(C(=O)CSc3cccc[n+]3[O-])c2C)cc1 | -2.2 | -4 | nt | -1 | -11 | -1.5 | -0.8 | -3.7 | -8
COc1ccc(-c2nnc(SCc3cccc(C#N)c3)o2)cc1 | 2.9 | -13 | 0.8 | 3 | -10 | ? | 19 | -1.1 | 3
COc1ccc(C(CCc2cc(OC)c(OC)c(OC)c2)NC(C)=O)cc1 (stereo unspecified) | nt | -2 | 1.1 | 1 | -3 | -0.5 | 0.7 | -3.3 | -6
CC(C)Cn1c([N+](=O)[O-])nc2c1c(=O)[nH]c(=O)n2C | 0.9 | nt | -1.1 | -1 | nt | nt | 0.7 | -0.7 | 2
COc1ccccc1CNS(=O)(=O)CCNC(=O)c1ccccc1 | -1.7 | 13 | -1.0 | 3 | -2 | 6.0 | 0.1 | -0.3 | -4
C=C(C)CN(CC)C(=O)CN1C(=O)NC2(CCc3ccccc32)C1=O (stereo unspecified) | 1.7 | -10 | -1.3 | 1 | -2 | -2.7 | -1.8 | -0.2 | 4
Cc1cc(C)c(C)c(S(=O)(=O)N2CCN(C(=O)C3CCC3)CC2)c1C | 3.0 | 8 | nt | -1 | 2 | 3.3 | 0.1 | -1.3 | 11
CNS(=O)(=O)c1cccc(C(=O)OCC(=O)c2cc(C)n(CC3CCCO3)c2C)c1 (stereo unspecified) | -0.6 | -3 | 5.2 | 1 | -7 | -0.8 | -1.8 | -0.8 | 10
CNC(=S)N(CCc1c(C)[nH]c2ccc(F)cc12)Cc1ccco1 | 4.0 | -17 | 4.2 | 2 | -5 | 3.1 | 0.1 | -1.1 | 10
COCCNC(=S)N(CCc1c(C)[nH]c2ccc(F)cc12)Cc1ccco1 | 0.6 | 0 | nt | 4 | 2 | 1.4 | -0.4 | 1.5 | 5
O=C(Cc1ccc(NC(=O)C2CCN(C(=O)C3CCCCC3)CC2)cc1)Nc1cccc(C(=O)N2CCCCC2)c1 | nt | -4 | 0.8 | -1 | -2 | -0.3 | 0.4 | -0.8 | 7
Cc1ccc(C(=O)Nc2ccccc2Oc2ccccc2)o1 | 3.8 | -6 | 0.9 | 2 | 3 | 2.5 | 0.6 | -1.0 | 4
COc1ccccc1-c1nnc(Nc2nc3c(OC)cccc3s2)o1 | 0.1 | -7 | -1.6 | 33* | -4 | 0.4 | -0.2 | -1.4 | 43*
CCOC(=O)N1CCN(C(=O)COc2ccccc2[N+](=O)[O-])CC1 | 2.0 | 4 | nt | 2 | 4 | 0.1 | -0.2 | 1.6 | 2
CCN(CC)c1ccc(/C=N/N2CCOCC2)cc1 | -0.5 | 4 | -0.7 | 0 | -2 | -0.2 | 1.3 | -2.4 | 43*
CC1=C(C(=O)N2CCOCC2)C(c2cccs2)NC(=O)N1 (stereo unspecified) | 1.7 | ? | 0.0 | 3 | -7 | -0.2 | 0.0 | -3.4 | 2
CCCSc1ccc([C@@H]2[C@H]3C(=O)N(C)C(=O)[C@H]3[C@]3(C(=O)OC)CCCN23)cc1OC | 0.5 | -2 | -0.8 | 2 | -5 | 0.3 | -0.2 | -0.9 | 3
CN(C)c1ccc(Sc2nnc(NC(=O)Nc3ccc(Cl)cc3Cl)s2)cc1 | -1.0 | -4 | -0.2 | 1 | -5 | -0.6 | 4.1 | -1.5 | 9
